# Screens deposited in PubChem by National Center for Advancing Translational Sciences (NCATS).
# TSG101-PTAP inh: blocks PTAP/TSG101 interaction to inhibit HIV-1 budding | Q99816 | Fluorescence polarization, FITC-PTAP peptide / Tsg101 binding | Potency, µM (top dose mostly 115 µM), for the others: top-dose activity change, negative = inhibition, most hits filed as inhibitors | 340,000 tested, under 10 active; active = well fitted inhibition curve with a large enough effect in the main read-out, with a control signal flat, not every such curve was filed as active; inconclusive = small, poorly fitted or top-dose-only effect, or effect the other way, or a change in a side signal; inactive = no such curve, though single readings can be large or run the other way; note: potency is the fitted concentration of half-maximal effect; % of control where 0% means no effect
#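 Steps: Tsg101 binding domain dispensed (10 uM final), compounds pinned in DMSO, FITC-labeled PTAP-motif peptide added (50 nM final); after 20 min binding at room temperature, polarization measured.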
# Mito fusion act: mitochondrial division inhibition or fusion activation; S. cerevisiae fusion-defective mutant growth rescue, CellTiterGlo 48 h; Potency, µM (highest dose often 46.1 µM), without a hit: top-dose growth rescue (activation), actives largely listed as activators; AID 485298; 320,000 tested, 0.23% active;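 note: potency is the fitted concentration of half-maximal effect; % of control where 0% means no effect; nearly all actives have a fitted effect of over 45% in size; temperature-sensitive fusion mutants such as fzo1-1 at 37 °C on non-fermentable ethanol glycerol medium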
#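 Luminescent cell viability in 1536-well qHTS format served as the measure of rescued growth in ts fusion-mutant S. cerevisiae cultured on non-fermentable YPEG for 48 hours at 37C.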
# Tb PFK inh: T. brucei PFK enzyme inhibition; T. brucei PFK, ADP-Glo luminescence; 330,000 tested, 0.17% active; O15648; Potency, µM (series often up to 57.5 µM), for inactives: top-dose activity, negative = inhibition, usual class: inhibitors;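 note: potency is the fitted concentration of half-maximal effect; 0% = uninhibited 1x PFK enzyme wells and -100% = no-enzyme wells; nearly all actives have a fitted effect of over 60% in size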
# Target sequence (O15648 whole entry, looked up): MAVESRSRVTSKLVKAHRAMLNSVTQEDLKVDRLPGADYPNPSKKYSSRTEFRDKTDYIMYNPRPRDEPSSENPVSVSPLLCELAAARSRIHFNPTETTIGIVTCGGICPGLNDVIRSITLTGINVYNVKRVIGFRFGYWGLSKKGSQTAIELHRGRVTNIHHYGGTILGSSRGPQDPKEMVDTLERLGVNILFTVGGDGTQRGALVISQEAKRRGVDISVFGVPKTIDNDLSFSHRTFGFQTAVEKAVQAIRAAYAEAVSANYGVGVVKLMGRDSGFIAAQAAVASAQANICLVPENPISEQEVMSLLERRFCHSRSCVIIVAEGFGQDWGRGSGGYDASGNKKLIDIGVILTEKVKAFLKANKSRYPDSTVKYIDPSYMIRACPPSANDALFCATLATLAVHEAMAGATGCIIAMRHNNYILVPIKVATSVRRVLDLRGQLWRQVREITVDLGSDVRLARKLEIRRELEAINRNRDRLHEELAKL
#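 ADP-Glo luminescence quantified ADP after 45 min at room temperature, with 1.25 nM T. brucei PFK, 0.1 mM ATP and 0.5 mM fructose-6-phosphate in pH 8.0 TEA buffer. qHTS titrations up to 57 µM; curves classified by quality.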
# A-T KAP1 phos: potential ataxia-telangiectasia treatment; […] A-T fibroblasts, KAP-1 phosphorylation AlphaLISA; neocarzinostatin DNA damage 30 min before lysis; Potency, µM (top dose mostly 57.5 µM), for the others: at the top dose activation, hits mostly activators; 320,000 tested, 0.19% active; AID 485349; note: potency is the fitted concentration of half-maximal effect; % of control where 0% means no effect; nearly all actives have a fitted effect of over 45% in size
#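 hTERT-immortalized A-T patient fibroblasts ([…]), 500 cells/well in OPTI-MEM, 1% FBS, got compounds for 60 min, then NCS for 30 min at 37C. Lysates were then assayed for phospho-KAP-1 by AlphaLISA (anti-pKAP1 donor, anti-KAP1 acceptor beads), 6 hr at 25C.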
# S-ASM inh: human S-ASM enzyme inhibition. placental ASM, HMU-PC fluorogenic substrate, 60 min. Potency, µM (top dose mostly 57.5 µM), without a hit: top-dose activity change, negative = inhibition, usual class: inhibitors. 340,000 tested, 0.006% active. AID 504937; note: potency is the fitted concentration of half-maximal effect
# Target sequence (P17405 47-631 limits assumed): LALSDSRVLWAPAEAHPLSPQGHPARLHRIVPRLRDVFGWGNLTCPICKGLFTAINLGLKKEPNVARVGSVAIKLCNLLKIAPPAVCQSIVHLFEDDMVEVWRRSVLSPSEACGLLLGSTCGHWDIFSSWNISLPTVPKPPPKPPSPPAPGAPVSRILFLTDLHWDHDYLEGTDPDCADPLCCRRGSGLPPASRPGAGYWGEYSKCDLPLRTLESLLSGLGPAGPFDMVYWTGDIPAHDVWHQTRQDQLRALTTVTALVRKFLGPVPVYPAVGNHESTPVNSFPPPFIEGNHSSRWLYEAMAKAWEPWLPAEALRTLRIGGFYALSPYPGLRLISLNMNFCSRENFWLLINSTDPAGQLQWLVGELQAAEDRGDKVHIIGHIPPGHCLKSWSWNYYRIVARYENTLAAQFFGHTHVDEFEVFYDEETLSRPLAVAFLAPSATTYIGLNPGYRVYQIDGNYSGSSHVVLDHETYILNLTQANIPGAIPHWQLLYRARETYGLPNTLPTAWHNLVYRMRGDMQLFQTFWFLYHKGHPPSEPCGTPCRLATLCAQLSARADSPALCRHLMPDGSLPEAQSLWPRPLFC
#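 Human placenta-derived ASM preincubated with compound 10 min at room temperature, then reacted with 9 uM (final) fluorogenic HMU-PC substrate for 60 min at 37 C. Stop solution raises pH to 10; fluorescence read at Ex 386/Em 447 nm.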
# Integrin act MD: activates integrin-mediated alleviation for muscular dystrophy | Potency, µM (doses to about 38.3 µM), without a hit: at the highest dose activation, usual class: activators | alpha7betagal myoblasts, beta-gal FDG fluorescence, 48 h | AID 624291 | 350,000 tested, 0.064% active;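 note: potency is the fitted concentration of half-maximal effect; 100% = response of the positive control SU9516; nearly all actives have a fitted effect of over 60% in size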
#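 alpha7betagal+/- myoblasts (passage 13, 250/well) treated 48 h at 37C with compounds at 1:260 dilution of DMSO stock. Lysed, then beta-galactosidase activity read as FDG fluorescence (ex 480/em 540) after 30 min, with pre-read for autofluorescence.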
# ELG1 repair inh: blocks ELG1-dependent DNA repair in HEK293T cells | HEK293T ELG1-luciferase reporter, luminescence, 16 h; DNA damage induced by 5-fluorouridine | Potency, µM (top dose mostly 46.1 µM), inactives show top-dose activity change, negative = inhibition, hits mostly inhibitors | 330,000 tested, 2.3% active; note: potency is the fitted concentration of half-maximal effect; % is set by controls: 0 for no effect and ±100 for the full control effect; nearly all actives have a fitted effect of over 55% in size
#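 In this reporter screen, reduction of luminescence relative to DMSO vehicle indicated activity. Compounds and 5-fluorouridine were added together to 2,000 cells per well, incubated for 16 hr at 37 °C, then developed with ONE-Glo.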
# BCR signal inh: inhibitors of chronic active B-cell receptor signaling; ABC-DLBCL IkBa-CBG/CBR reporter, luminescence ratio, 4 h; Potency, µM (top dose mostly 46.1 µM), without a hit: at the top dose ratio change, negative = lower green/red ratio, actives largely listed as inhibitors; 340,000 tested, 0.05% active; AID 493014; active = well fitted inhibition curve with a large enough effect in the signal ratio, with a control signal flat, not every such curve was filed as active; inconclusive = small, poorly fitted or top-dose-only effect, or effect the other way, or a change in a side signal; the % refers to the signal ratio;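 note: potency is the fitted concentration of half-maximal effect; plate controls were basal doxycycline-induced cells for no effect and cells given 10 µM MG132 for full effect; MG132 reads +100%, hits lower the ratio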
#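 Doxycycline induced both beetle luciferases in TMD8 lymphoma cells; IKK-driven degradation limits the IkappaBalpha-fused green signal, while red luminescence normalises for cell number and nonspecific effects. Compounds tested up to 46 uM, 4 hrs.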
# TSHR antagonist: human thyrotropin receptor antagonism; P16473; TSHR-expressing cells, TSH-stimulated cAMP HTRF, 2 h; hits give low values; activity change, negative = inhibition, % at 11.5 µM; 330,000 tested, 0.2% active; AID 504810;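 active = activity change below a set negative limit, meaning inhibition stronger than a set level, cut at about -70% in these data; inconclusive = activity change between two set negative limits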; note: % is set by controls: 0 for no effect and ±100 for the full control effect
#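 Competitive HTRF cAMP read-out (cryptate anti-cAMP antibody, cAMP-d2; 30 min, room temperature) in freshly harvested TSHR cells. Compounds added before TSH at EC80 (4nM final), followed by 2 hours' incubation at 37 deg C.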
# TCR act: activators of T cell receptors; Potency, µM (doses to about 9.22 µM), for inactives: top-dose activation of IL-2 secretion, hits mostly activators; primary human leukocytes, anti-CD3, IL-2 HTRF, 48 h; 330,000 tested, under 10 active; AID 504894; note: % of control where 0% means no effect
#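 TCR engagement came from a-CD3 beads alone, with compounds added to primary human leukocytes for 48 hr. Secreted IL-2 bridged europium cryptate- and d2-labelled anti-IL-2 antibodies, giving FRET emission at 665nm after 320nm excitation.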
# Eya2 inh: inhibitors of human Eya2 phosphatase activity; O00167; recombinant Eya2, OMFP fluorescence dephosphorylation (OMFP is methylfluorescein phosphate); Potency, µM (doses to about 76.9 µM), inactives show top-dose activity, negative = inhibition, actives largely listed as inhibitors; 330,000 tested, 0.006% active; AID 488837; note: potency is the fitted concentration of half-maximal effect; % is set by controls: 0 for no effect and ±100 for the full control effect
#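 Eya2 (0.2 uM) preincubated 10 min at ambient with compound, then OMFP substrate added at 50 uM; 10 min reaction in 50 mM HEPES pH 7.5, 50 mM NaCl, 5 uM MgCl2, 0.05% BSA, 1 mM DTT. Fluorescence read at Ex 485/Em 525 nm.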
# An asterisk follows results filed as active; ? = inconclusive; · = not tested or not shown; [ ] = another dose, or the depositor's remark. Unless noted, calls come from the whole dose curve; as a rule, active = well fitted curve in the direction sought with a large enough effect; inconclusive = small, poorly fitted or top-dose-only effect, or another doubt; inactive = no such curve, though single readings can be large; an effect the other way counts as inactive or inconclusive.
No.	structure	TSG101-PTAP inh	Mito fusion act	Tb PFK inh	A-T KAP1 phos	S-ASM inh	Integrin act MD
1	CC(C)C(NS(=O)(=O)c1cccs1)C(=O)NCc1ccccc1 (stereo not drawn)	-1%	2%	1%	1%	-1%	30%
2	NC(=O)C1(N2CCCCC2)CCN(C(=O)CCCn2c(=O)[nH]c3ccsc3c2=O)CC1	-5%	-1%	-5%	0%	4%	12%
3	COc1ccc(Nc2nc3ccccc3s2)cc1	-3%	-9%	-1%	8%	-3%	-19%
4	O=S(=O)(c1cccc(F)c1)N1CCN(c2ncnc3scc(-c4ccc(F)cc4)c23)CC1	2%	13%	-15%	6%	-4%	-12%
5	N#Cc1ccccc1OCC(=O)NC(=O)NCc1ccccc1	-4%	1%	0%	-8%	1%	7%
6	COc1ccc(OS(=O)(=O)c2c(C)noc2C)cc1	-1%	-2%	-4%	5%	4%	-14%
7	COc1ccc(C2c3ccc4ccccc4c3Oc3ncn(CCN(C)C)c(=N)c32)cc1 (stereo not drawn)	0%	-17%	2%	-3%	-5%	-66%[inhibitor]
8	CCn1c(=O)c2sccc2n2c(CCCC(=O)NCc3cccnc3)nnc12	-3%	-1%	0%	-1%	4%	9%
9	CSc1ccccc1NC(=O)C1C2CCC(C2)C1C(=O)O (stereo not drawn)	-4%	-7%	0%	2%	-1%	7%
10	CC(=O)c1cccc(NC(=O)N2CCCC2C(=O)NCc2ccc(F)cc2)c1 (stereo not drawn)	-6%	-3%	1%	16%	0%	-8%

No.	ELG1 repair inh	BCR signal inh	TSHR antagonist	TCR act	Eya2 inh
1	11%	-1%	-1	-4%	-1%
2	-2%	-3%	5	-5%	-4%
3	?	?	5	7%	-7%
4	?	6%	-8	-2%	1%
5	-8%	?	2	·	4%
6	-5%	-17%	-9	14%	-7%
7	-12%	-13%	-8	-8%	9%
8	0%	6%	-5	7%	13%
9	-3%	5%	-11	-3%	2%
10	-2%	?	6	4%	-11%

# Part of the list above, showing only BCR signal inh, Mito fusion act and A-T KAP1 phos.
item | canonical_smiles | BCR signal inh | Mito fusion act | A-T KAP1 phos
5 | N#Cc1ccccc1OCC(=O)NC(=O)NCc1ccccc1 | ? | 1% | -8%
6 | COc1ccc(OS(=O)(=O)c2c(C)noc2C)cc1 | -17% | -2% | 5%

# Next section
No.	structure	TSG101-PTAP inh	Mito fusion act	Tb PFK inh	A-T KAP1 phos	S-ASM inh	Integrin act MD
11	CCOc1ccc(CN2CCNC(=O)C2CC(=O)N(C)CC2CCOCC2)cc1 (stereo not drawn)	-3%	1%	?	11%	8%	28%
12	CC1=C(C(=O)OCC2CCCO2)C(c2ccsc2)C2=C(CC(C)(C)CC2=O)N1 (stereo not drawn)	-2%	-7%	3%	-3%	402%[activator]	-38%[inhibitor]
13	CCOC(=O)CNC(=O)CSc1nnc(-c2ccccc2OC)n1CC	-2%	3%	-2%	9%	1%	24%
14	COc1ccc(-c2nc(SCC(=O)N3CCCC3)n[nH]2)cc1	3%	-2%	0%	-3%	1%	11%
15	O=C(NNC(=O)c1cccc(S(=O)(=O)Nc2ccc(Cl)cc2)c1)c1ccc(=O)[nH]c1	-3%	-1%	-4%	-5%	0%	16%
16	COc1ccc(Cc2nc3ccc(C(=O)N(C)Cc4nccs4)cc3o2)cc1OC	1%	-1%	-11%	10%	3%	-27%
17	CCOc1ccccc1-c1nnc(CS(=O)(=O)c2ccccc2)o1	-4%	12%	-22%	2%	-5%	6%
18	O=C(COC(=O)c1ccccc1OCc1ccccc1Cl)NC1CC1	-3%	0%	-1%	-14%	-3%	-15%
19	CCNc1nc(OCCNS(=O)(=O)c2cc(C)ccc2C)nc(N(C)C)n1	-3%	2%	-4%	4%	0%	2%
20	O=C(CO/N=C1\CCCc2nonc21)Nc1ccc(Br)cc1	0%	-10%	-1%	2%	·	14%

No.	ELG1 repair inh	BCR signal inh	TSHR antagonist	TCR act	Eya2 inh
11	-7%	2%	-6	·	-10%
12	13%	-4%	-8	-8%	-1%
13	4%	6%	25	1%	11%
14	?	-3%	6	6%	5%
15	2%	0%	-5	10%	17%
16	4.1µM*	0%	-6	-1%	4%
17	7%	?	16	-1%	-9%
18	-7%	-4%	-1	1%	5%
19	-19%	4%	-5	5%	-6%
20	-12%	-6%	8	0%[46.1 µM]	-2%

No.	structure	TSG101-PTAP inh	Mito fusion act	Tb PFK inh	A-T KAP1 phos	S-ASM inh	Integrin act MD
21	CN(C)c1ccc(N=Cc2nc(-c3ccccc3)oc2O)cc1	?	-1%	0%	-4%	-2%	-10%
22	CC(C)Oc1ccc(N2CC(C(=O)Nc3ccccn3)CC2=O)cc1 (stereo not drawn)	0%	-7%	0%	4%	-6%	10%
23	COC(=O)c1sccc1NC(=S)N1CCC(C)CC1	-3%	5%	0%	3%	0%	-4%
24	CCn1cc(C(=O)NN)c(=O)c2cc(F)c(NC3CCCCC3)cc21	1%	11%	-9%	0%	-2%	-19%
25	COc1ccc(CC(=O)Nc2nccs2)cc1S(=O)(=O)N1CCOCC1	1%	·	4%	3%	5%	4%
26	Cc1cc(C(=O)NNC(=O)[C@H](C)NC(=O)c2ccc(Br)cc2)c(C)o1	-1%	·	8%	3%	0%	2%
27	O=C(O)c1ccc2c(=O)n3c(nc2c1)/C(=C/c1ccc(Cl)cc1Cl)CC3	0%	15%	2%	9%	4%	?
28	O=C(COc1ccc([N+](=O)[O-])cc1)Nc1ccc(C(=O)Nc2ccccc2C(=O)O)cc1	-3%	-4%	-1%	-6%	-4%	-4%
29	COc1ccc(-c2[nH]ncc2CN2CCC(N3CCSCC3)CC2)c(F)c1	1%	-7%	-3%	9%	-6%	-3%
30	COc1ccc(NC(=O)NC(C)(C(F)(F)F)C(F)(F)F)cc1	-2%	0%	2%	1%	3%	-32%

No.	ELG1 repair inh	BCR signal inh	TSHR antagonist	TCR act	Eya2 inh
21	?	13%	4	5%	8%
22	-3%	2%	-6	-48%	2%
23	6%	19%	-27	-3%	-8%
24	-14%	6%	-8	3%	3%
25	9%	0%	-9	0%	1%
26	-24%	0%	0	-2%	7%
27	-8%	1%	-16	-4%	7%
28	11%	?	-11	-2%	8%
29	9%	2%	2	0%	?
30	12%	-6%	-4	1%	-3%

No.	structure	TSG101-PTAP inh	Mito fusion act	Tb PFK inh	A-T KAP1 phos	S-ASM inh	Integrin act MD
31	C=CCNc1nnc(Cc2ccc(F)cc2)c(=O)[nH]1	-4%	17%	-14%	1%	3%	5%
32	COc1cccc(/C=C2\CCC(C3CCCC3)C2=O)c1 (stereo not drawn)	0%	0%	-1%	-4%	1%	-5%
33	CN(CC(=O)N1CCc2ccccc21)S(=O)(=O)c1ccc(Br)s1	2%	13%	-3%	15%	-10%	4%
34	Cc1nnc(NC(=O)C(C)Sc2nnc(CNC(=O)c3ccccc3F)n2C)s1 (stereo not drawn)	-10%	-4%	-1%	-7%	-1%	38%
35	O=C(CSc1nnc(-c2ccncc2)n1-c1ccccc1)NC1CC1	0%	-1%	-4%	-1%	4%	20%

No.	ELG1 repair inh	BCR signal inh	TSHR antagonist	TCR act	Eya2 inh
31	18%	0%	7	7%	-4%
32	?	?	-4	6%	-30%
33	?	?	-6	9%	-13%
34	8%	-6%	-1	-1%	7%
35	13%	3%	-1	3%	-1%
